HCV NS3 hel inh = blocks Hepatitis C virus NS3 helicase unwinding. NS3 helicase DNA unwinding, Cy5 molecular beacon fluorescence. inhibition, % at 10.9 µM. hit rate 0.56% among 290,000;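 active = inhibition above the mean of all tested compounds plus 3 SD, set per campaign, cut at about 35% in these data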;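 also: 0% = DMSO wells and 100% = thioflavine S control wells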
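assay system = NS3 helicase fragment of HCV | buffer or medium = MOPS pH 6.5, MgCl2, DTT, Tween20, BSA | timing = 60 min unwinding reaction at 25 °C after ATP addition | signal = Cy5 beacon fluorescence read at start and 1 h | read-out basis = % inhibition of unwinding | control set = low DMSO, high thioflavine S at 110 µM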
MEKK2 mut-MEK5 = signal of MEK5 binding to mutant human MEKK2 PB1 domain; bead flow cytometry, Alexa488-MEK5 binding to MEKK2 mutant; percent response, % at 10 µM; hit rate 0.35% among 290,000; AID 1530; in the data active = percent response above about 24%, passing the limit was not always enough; also: inactives centre near 1; some results filed as inactive read as strong as hits
SUMO HTRF inh = blocks human SUMOylation mediated by UBC9. P63279. HTRF SUMOylation assay, SAE1/SAE2 + UBC9, in vitro. inhibition, % at 35 µM. hit rate 0.36% among 290,000. AID 2006; in the data active = inhibition above about 50%, passing the limit was not always enough; also: strong numbers were not always called active
Target sequence (P63279 whole entry, looked up): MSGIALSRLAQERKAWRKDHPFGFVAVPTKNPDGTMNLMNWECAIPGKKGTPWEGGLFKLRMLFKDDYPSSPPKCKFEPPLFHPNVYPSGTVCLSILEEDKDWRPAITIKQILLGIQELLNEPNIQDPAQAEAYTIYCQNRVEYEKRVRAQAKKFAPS
DNA FID counter = counter-screen for HCV NS3 helicase inhibitors: DNA intercalator displacement; DNA fluorescent intercalator displacement, fluorescence; inhibition, % at 7.9 µM; hit rate 0.17% among 290,000; AID 1845; in the data active = inhibition above about 37%;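 also: 0% = vehicle and 100% = reference compound; higher means more ethidium bromide displaced from hairpin DNA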
GalR3 antagonist = human GalR3 antagonism; HEK293 GalR3-CNG cAMP membrane potential fluorescence; galR3 body fused to GalR1 C-terminus; inhibition, % at 3 µM; hit rate 0.44% among 360,000; AID 651719;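 active = inhibition above the screen-wide average plus 3 SD, cut at about 13% in these data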;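 also: forskolin and galanin both at EC90 stimulate the cells; cAMP rise reported by CNG channel membrane potential dye signal; 0% = forskolin plus galanin with DMSO and 100% = forskolin alone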
Target sequence (O60755 1-299 limits assumed): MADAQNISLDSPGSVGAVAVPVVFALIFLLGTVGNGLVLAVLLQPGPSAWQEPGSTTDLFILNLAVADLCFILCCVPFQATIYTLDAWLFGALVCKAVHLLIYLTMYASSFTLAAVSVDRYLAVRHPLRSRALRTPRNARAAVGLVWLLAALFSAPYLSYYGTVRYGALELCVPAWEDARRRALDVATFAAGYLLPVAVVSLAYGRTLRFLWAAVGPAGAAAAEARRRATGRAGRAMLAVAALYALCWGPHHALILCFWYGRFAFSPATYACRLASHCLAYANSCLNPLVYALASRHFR
MEKK2 WT-MEK5 = raises or lowers MEK5 binding to wildtype human MEKK2 PB1 domain; binding response (% of control), % at 10 µM; bead flow cytometry, Alexa488-MEK5 binding to MEKK2 WT; actives lie on both sides; hit rate 1.1% among 290,000; in the data active = binding response below about 67% or above about 130%
MEKK3 PB1 HTS = MEKK3-MEK5 PB1 interaction, increase or decrease | Q99759 | bead-based flow cytometry, Alexa488-MEK5 binding to MEKK3; actives lie on both sides; 0 = blocked by unlabeled MEK5, 100 = vehicle | binding response (% of control), % at 10 µM | hit rate 1.4% among 290,000 | AID 1529;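 active = binding response more than 3 SD above or below the average of its plate-row segment, actives on both sides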;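 also: Alexa488 bead fluorescence after subtracting the streptavidin-only scavenger bead signal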
CRFBP-R2 agonist = agonists of human CRF-binding protein/CRF-R2 receptor complex. activation, % at 13.2 µM. hit rate 0.46% among 350,000. HEK293 CRF-R2/CRF-BP, calcium dye fluorescence (FLIPR); percent of saturating CRF peptide response;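 active = activation of at least 50%, plus an integration ratio under a set limit after plate pattern correction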;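 also: plate controls were neutral control wells without compound for no effect and CRF at EC100 for full effect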
CRFR2-BP antag = CRF-BP/CRF-R2 complex antagonism | HEK293 CRF-R2/CRF-BP, CRF-induced calcium fluorescence | inhibition, % at 11.8 µM | hit rate 0.59% among 350,000 | AID 588475;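 active = inhibition of the ligand-induced calcium signal above about 50% at the single tested concentration, limit read from the data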
Numbers without * were called inactive; x = not tested or not shown.

SMILES	HCV NS3 hel inh	MEKK2 mut-MEK5	SUMO HTRF inh	DNA FID counter	GalR3 antagonist	MEKK2 WT-MEK5	MEKK3 PB1 HTS	CRFBP-R2 agonist	CRFR2-BP antag
Cc1nc2ccccc2c2oc(C(=O)Nc3ccc4c(c3)OCCO4)cc12	0	1	33	-7	8	105	103	-2.8	16
CC(=O)Nc1ccc(N2CCCC2)cc1	-10	4	9	4	1	106	102	1.5	24
CCC(C)C(=O)Nc1nc(C)c(-c2csc(Nc3ccc(Cl)cc3)n2)s1 (centres undefined)	-1	9	9	-1	-8	119	107	-0.5	2
Cc1ccc(S(=O)(=O)N(Cc2cc3cccc(C)c3[nH]c2=O)c2ccccc2)cc1	12	-1	-6	-2	-4	101	102	-2.0	0
C#CCOCCOCCOCCNc1nc(N2CCN(C(=O)C([C@@H](C)CC)n3cc(C(N)CO)nn3)CC2)nc(N2CCN(C(=O)C([C@@H](C)CC)n3cc(C(N)COC(=O)C(F)(F)F)nn3)CC2)n1 (some centres undefined)	x	9	x	x	-1	130	106	0.8	-2
COc1cccc(CSc2nc3nc(C)cc(C)n3n2)c1	5	0	-5	-15	-8	105	101	0.0	-1
COc1ccc(/C=C/C(=O)OC(C)CN2CCOCC2)cc1 (centres undefined)	1	-2	31	-9	-1	96	100	-0.6	35
Cc1c(C)c2c(OCC(=O)NCC(=O)NCC(=O)O)cc3c(c2oc1=O)CCC(C)(C)O3	17	-1	28	-25	-10	99	98	0.3	24
O=C(O)C1Nc2c(Cl)cc(Cl)c(Cl)c2C2C=CCC12 (centres undefined)	57*	1	x	-9	-6	101	107	2.4	6
CCOc1ccc(NC(=O)N2CC(C)OC(C)C2)cc1 (centres undefined)	12	5	5	-9	-9	104	107	1.4	-7
Cc1ccc(NC(=O)Cn2c(=O)c3cccn3c3ccccc32)c(C)c1	-13	-4	27	-14	4	93	95	0.8	9
O=C(Nc1ccccc1)c1ccc(-c2ccc(Br)cc2)o1	-11	3	5	-13	-8	100	102	2.1	3
CC(C)OCCCn1c(=S)[nH]c2cc3c(cc2c1=O)OCO3	-9	0	20	-8	-1	92	99	-0.5	-10
COCc1cc(=O)n2[nH]c(-c3ccccc3)cc2n1	-3	-4	-12	-1	6	96	96	-4.4	79*
N/C(=N\OC(=O)c1cccc2ccccc12)c1cccc([N+](=O)[O-])c1	1	4	-10	1	-1	102	102	0.5	-19
O=C(CCc1ccc(S(=O)(=O)N2CCOCC2)cc1)OCc1nc2ccccc2s1	-1	5	6	-40	-3	110	101	1.7	-7
CCOC(=O)C1=C(C)C(c2ccccc2)NC(=S)N1 (centres undefined)	-12	4	11	-3	-4	103	104	0.8	4
FC(F)(F)C1=CC(c2ccc(Cl)cc2)=NCCN1	3	11	11	6	-3	104	103	-0.3	-6
O=C(NCCCn1ccnc1)c1cc([N+](=O)[O-])cc([N+](=O)[O-])c1	3	-1	-3	0	-2	97	95	0.0	18
CC(=O)CCC(=O)N1CCC(n2nccc2NC(=O)c2ccccc2C)CC1	0	-2	7	3	-3	105	102	1.9	-5
CCOCc1cn(CC(=O)c2ccc(Cl)cc2)c(C)nc1=N	-5	6	7	4	-3	105	103	-1.0	-5
COc1ccc(/C=N/OC(=O)c2ccc(Cl)cc2)c(Cl)c1OC	-1	-2	-12	-1	-2	90	96	-1.2	5
CCC(C(=O)OC)n1cnc2scc(-c3ccc(C)cc3)c2c1=O (centres undefined)	-6	4	3	-20	7	103	100	-5.0	-6
O=c1[nH]cnc(O)c1C(c1ccc(F)cc1)c1c(O)nc[nH]c1=O	3	3	1	7	-4	107	106	-0.5	4
CSc1ncccc1C(=O)NCCc1ccccc1	4	-1	14	-1	-4	102	102	-1.3	9
Cc1cc(C(=O)CN2C(=O)NC3(CCCC3)C2=O)c(C)n1-c1ccc2c(c1)OCO2	-8	16	4	-16	-3	102	106	0.8	35
Fc1cccc(Nc2ncnc3c2cnn3-c2ccccc2)c1	x	3	2	x	-4	92	97	11	-23
COc1ccc(Cc2nc3ccc(C(=O)N(C)CC4COCCO4)cc3o2)cc1 (centres undefined)	-1	1	6	-38	-2	99	95	-0.3	-7
Cc1ccc(C)c(OCCn2cc(C(=O)O)c3ccccc32)c1	0	-1	-7	-46	-9	97	93	1.1	7
CCOc1cccc(NC(=O)Cc2cccs2)c1	2	2	-10	-4	1	102	105	0.0	0
CCC(Sc1ncccc1C(=O)Oc1cccc([N+](=O)[O-])c1)C(=O)Nc1ccccc1OC (centres undefined)	4	0	3	3	3	100	123	3.8	1
CCCCC(=O)Nc1ncc(Br)s1	-1	5	8	-2	x	96	99	-0.3	-75
COc1ccc(-n2c(SCC(=O)NNC(=O)c3ccc(C)cc3)nnc2-c2ccncc2)cc1	6	-1	4	-28	1	103	115	2.9	9
CCc1ccc(NC(=O)C(NS(=O)(=O)c2cccc3nsnc23)c2ccccc2)cc1 (centres undefined)	-6	0	-20	-13	-2	97	99	-1.5	-22
CCO[C@@H]1OC(C(=O)N2CCN(C)CC2)=C[C@H](c2csc3ccccc23)[C@H]1CCCO	-7	12	18	-3	3	106	107	-1.0	4
CC(CCc1ccccc1)NC(=O)COC(=O)c1ccc(S(C)(=O)=O)c([N+](=O)[O-])c1 (centres undefined)	-2	2	-15	5	-8	97	100	6.2	14
CN1CCCC(OC(=O)COc2ccccc2)C1 (centres undefined)	2	3	13	9	-2	108	105	1.7	2
CCOc1ccccc1NC(=S)NC1CCCCC1	-6	-2	0	-7	-6	101	99	2.6	-6
O=C(CNC(=S)N(Cc1ccccc1)Cc1cccnc1)NC1CCCCC1	3	-1	15	-35	-4	103	105	0.3	9
CCN(C(=O)COC(=O)C1CCN(S(=O)(=O)c2c(Cl)cccc2Cl)CC1)C1CCCCC1	-17	5	-1	-51	0	102	101	-0.3	10
COc1ccc(NC(=O)c2ccco2)c(OC)c1	-4	-1	19	1	-1	100	95	-0.5	7
O=C(NCC1CCCO1)c1ccccc1-c1nc(-c2ccccc2)no1 (centres undefined)	10	8	-8	-4	-2	100	101	0.2	-2
OCCCNc1nnc(-c2ccccc2)c2ccccc12	-21	2	12	-7	-10	104	102	-0.7	1
Cc1cc(C)cc(Nc2ccc([N+](=O)[O-])nc2[N+](=O)[O-])c1	0	3	-2	2	-4	105	103	-0.7	2
COCCN(CCOC)C(=O)CN1C(=O)NC2(CCCc3sccc32)C1=O (centres undefined)	7	-1	5	-1	-9	100	101	-0.5	17
Cc1onc(-c2c(Cl)cccc2Cl)c1C(=O)NC(C)(C)CO	1	4	-4	-5	-4	105	111	0.8	-10
Cc1c(C)c2ccc(OCC(=O)NCCCn3ccnc3)c(C)c2oc1=O	30	-5	26	12	2	98	102	6.8	3
O=C(COc1ccc(Cl)cc1)Nc1nc(-c2cccs2)cs1	3	13	2	3	-4	108	108	0.6	-6
NC(=O)C1CCN(C(=O)/C=C/c2ccccc2[N+](=O)[O-])CC1	-1	-16	5	0	-2	97	94	-0.5	4
CCOC(=O)c1c(C2COc3ccccc3O2)csc1NC(=O)c1ccco1 (centres undefined)	0	3	1	2	-5	101	103	16	-25
(continued)
SMILES	HCV NS3 hel inh	MEKK2 mut-MEK5	SUMO HTRF inh	DNA FID counter	GalR3 antagonist	MEKK2 WT-MEK5	MEKK3 PB1 HTS	CRFBP-R2 agonist	CRFR2-BP antag
O=C(CN1C(=O)c2cccc3cccc(c23)C1=O)NCCCO	-9	1	-19	-3	-5	104	102	1.7	-6
CCOC(=O)Cc1csc(NC(=O)c2ccc3ccccc3n2)n1	1	4	-9	-33	-8	104	102	0.6	0
CCOC(=O)c1sc(=S)n(C)c1NC(=O)c1ccccc1Cl	-8	37	2	4	0	123	109	0.7	10
Cn1c(CN2CCCCC2)nc2cc([N+](=O)[O-])ccc21	4	2	6	3	1	105	106	3.0	18
C/C(CC(=O)NCCc1ccccc1)=N\NC(=O)COc1ccc(Br)cc1	-5	-4	3	-15	-8	100	102	0.5	-1
COc1ccc(NC(=O)/C(C#N)=C\C=C\c2ccco2)cc1	85*	18	45	-17	-2	127	103	-0.7	5
CNC(=O)c1nnc(Cc2ccc(Cl)cc2)o1	-1	-9	4	1	0	95	94	0.3	-10
Cc1sc2ncnc(SCC(=O)NC(C)C(C)C)c2c1C (centres undefined)	-1	-9	-10	-8	-6	92	94	0.1	6
CC1CN(CCOc2ccc(Cl)cc2Cl)CC(C)O1 (centres undefined)	-18	2	6	1	-4	104	104	-1.7	6

Of the compounds above, these have four or more nitrogen atoms:
SMILES	HCV NS3 hel inh	MEKK2 mut-MEK5	SUMO HTRF inh	DNA FID counter	GalR3 antagonist	MEKK2 WT-MEK5	MEKK3 PB1 HTS	CRFBP-R2 agonist	CRFR2-BP antag
CCC(C)C(=O)Nc1nc(C)c(-c2csc(Nc3ccc(Cl)cc3)n2)s1 (centres undefined)	-1	9	9	-1	-8	119	107	-0.5	2
C#CCOCCOCCOCCNc1nc(N2CCN(C(=O)C([C@@H](C)CC)n3cc(C(N)CO)nn3)CC2)nc(N2CCN(C(=O)C([C@@H](C)CC)n3cc(C(N)COC(=O)C(F)(F)F)nn3)CC2)n1 (some centres undefined)	x	9	x	x	-1	130	106	0.8	-2
COc1cccc(CSc2nc3nc(C)cc(C)n3n2)c1	5	0	-5	-15	-8	105	101	0.0	-1
O=C(NCCCn1ccnc1)c1cc([N+](=O)[O-])cc([N+](=O)[O-])c1	3	-1	-3	0	-2	97	95	0.0	18
CC(=O)CCC(=O)N1CCC(n2nccc2NC(=O)c2ccccc2C)CC1	0	-2	7	3	-3	105	102	1.9	-5
O=c1[nH]cnc(O)c1C(c1ccc(F)cc1)c1c(O)nc[nH]c1=O	3	3	1	7	-4	107	106	-0.5	4
Fc1cccc(Nc2ncnc3c2cnn3-c2ccccc2)c1	x	3	2	x	-4	92	97	11	-23
COc1ccc(-n2c(SCC(=O)NNC(=O)c3ccc(C)cc3)nnc2-c2ccncc2)cc1	6	-1	4	-28	1	103	115	2.9	9
CCc1ccc(NC(=O)C(NS(=O)(=O)c2cccc3nsnc23)c2ccccc2)cc1 (centres undefined)	-6	0	-20	-13	-2	97	99	-1.5	-22
O=C(CNC(=S)N(Cc1ccccc1)Cc1cccnc1)NC1CCCCC1	3	-1	15	-35	-4	103	105	0.3	9
Cc1cc(C)cc(Nc2ccc([N+](=O)[O-])nc2[N+](=O)[O-])c1	0	3	-2	2	-4	105	103	-0.7	2
Cn1c(CN2CCCCC2)nc2cc([N+](=O)[O-])ccc21	4	2	6	3	1	105	106	3.0	18

Source: PubChem BioAssay (several laboratories)

Only part of the results is shown (hit frequency here may not be typical).
